Screens from PubChem.
697 NFkB inh = inhibitors of the PMA/ionomycin-induced NF-kB reporter in 697 B cells. 697 B-cell NF-kB luciferase reporter, 16 h. inhibition, % at 4 µM. actives 0.33% (n = 330,000). AID 435022; in the data active = inhibition above about 35%
UPR CHOP act = activators of apoptotic arm of unfolded protein response (CHOP); AID 449763; CHO-CHOP luciferase reporter, UPR activation, luminescence; percent of tunicamycin response over DMSO baseline; activation, % at 10 µM; actives 0.34% (n = 330,000);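 active = at 10 µM dose, activation of 40% or more, normalized to positive control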;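 note: 100% = tunicamycin at 10 µg/mL and 0% = DMSO alone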
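Test system: CHO CHOP reporter cells. Input: 500 CHO-CHOP cells per well. Medium: F12 with 10% FBS. Technique: luciferase luminescence. Measure: percent activation relative to tunicamycin control. Dosing: 10 µM compound, 0.5% DMSO. Timing: 16-18 h cell attachment, then 6 h compound exposure, 37 °C.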
tim10-1 inh = inhibits growth of tim10-1 mutant yeast; AID 463190; inhibition, % at 20 µM; S. cerevisiae tim10-1 ts strain growth, BacTiter-Glo, 24 h; actives 2.2% (n = 330,000);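 active = inhibition of at least 40%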;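 note: mutant grown at 25 °C; 0% = DMSO wells with yeast and 100% = wells holding no yeast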
TIM10 inh = TIM10 yeast growth inhibition; S. cerevisiae TIM10 strain growth, BacTiter-Glo luminescence, 24 h; inhibition, % at 10 µM; actives 1.4% (n = 330,000); AID 463195;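 active = inhibition of 40% or more at the single tested concentration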;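 note: wild-type TIM10 isogenic control strain grown at permissive 25 °C; 0% = DMSO yeast wells and 100% = minimal medium wells without yeast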
Mdm2-MdmX inh = inhibitors of human Mdm2/MdmX interaction. AID 485346. O15151+Q00987. inhibition, % at 8 µM. actives 3% (n = 330,000). SaOS-2 split-luciferase Mdm2/MdmX complementation, luminescence;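 active = inhibition of at least 50% at 8 µM in the primary screen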
Target sequence (O15151 whole entry, looked up): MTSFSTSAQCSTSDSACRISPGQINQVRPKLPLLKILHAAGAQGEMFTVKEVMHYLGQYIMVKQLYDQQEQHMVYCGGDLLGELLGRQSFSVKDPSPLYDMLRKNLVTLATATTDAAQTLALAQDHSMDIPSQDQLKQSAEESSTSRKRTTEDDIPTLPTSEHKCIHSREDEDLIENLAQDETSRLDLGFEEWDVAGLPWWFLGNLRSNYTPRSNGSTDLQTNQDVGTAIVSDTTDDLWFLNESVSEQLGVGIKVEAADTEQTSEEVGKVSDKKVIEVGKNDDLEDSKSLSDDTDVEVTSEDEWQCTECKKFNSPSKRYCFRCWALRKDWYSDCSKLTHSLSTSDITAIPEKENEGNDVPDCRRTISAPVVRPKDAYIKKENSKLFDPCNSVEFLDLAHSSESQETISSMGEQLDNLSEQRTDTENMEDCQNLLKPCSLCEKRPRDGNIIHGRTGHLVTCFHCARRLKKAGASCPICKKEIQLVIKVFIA
Target sequence (Q00987 whole entry, looked up): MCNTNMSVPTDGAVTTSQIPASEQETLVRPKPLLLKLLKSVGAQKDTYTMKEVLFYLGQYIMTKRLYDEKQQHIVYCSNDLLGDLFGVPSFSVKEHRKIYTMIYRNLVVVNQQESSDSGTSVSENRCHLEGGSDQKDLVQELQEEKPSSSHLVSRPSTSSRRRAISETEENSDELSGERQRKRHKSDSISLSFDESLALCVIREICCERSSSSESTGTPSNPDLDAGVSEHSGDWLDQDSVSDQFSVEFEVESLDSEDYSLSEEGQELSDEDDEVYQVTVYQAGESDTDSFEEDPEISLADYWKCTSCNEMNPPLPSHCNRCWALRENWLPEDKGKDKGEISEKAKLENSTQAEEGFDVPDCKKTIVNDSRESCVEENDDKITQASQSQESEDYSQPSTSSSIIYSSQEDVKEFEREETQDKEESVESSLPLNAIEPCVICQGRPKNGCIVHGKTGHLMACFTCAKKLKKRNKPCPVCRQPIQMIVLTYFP
tim23-1 inh = growth inhibitors of tim23-1 mutant yeast; S. cerevisiae tim23-1 growth, BacTiter-Glo luminescence, 24 h; inhibition, % at 20 µM; actives 1.3% (n = 330,000);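 active = growth inhibition of the mutant yeast at or above 50%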;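 note: temperature-sensitive mutant grown at 25 °C; plate controls were DMSO-treated mutant yeast for no effect and medium wells lacking yeast for full effect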
XBP1 UPR activ = adaptive UPR (XBP1) activation. AID 463104. activation, % at 20 µM. actives 0.33% (n = 330,000). CHO-XBP1 luciferase reporter, IRE1-XBP1 UPR activation, luminescence; percent of tunicamycin response, DMSO as zero;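 active = versus positive control, 20 µM dose yields 30% or more activation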;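 note: 100% = tunicamycin at 10 µg/mL and 0% = DMSO only wells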
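incubation = overnight seeding at 37 °C, 6 h compound treatment at 37 °C | assay system = CHO-XBP1 cells stably carrying IRE1-XBP1-driven luciferase reporter | input = 1000 cells per well | detection = luciferase luminescence | dosing = single point, 20 µM final compound, 1% DMSO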
Jurkat NFkB inh = inhibitors of the PMA/ionomycin-induced NF-kB reporter in Jurkat cells. PMA/ionomycin-induced NF-kB luciferase reporter, luminescence. inhibition, % at 4 µM. actives 0.53% (n = 330,000); in the data active = inhibition above about 50%
Numbers without * were called inactive.

SMILES	697 NFkB inh	UPR CHOP act	tim10-1 inh	TIM10 inh	Mdm2-MdmX inh	tim23-1 inh	XBP1 UPR activ	Jurkat NFkB inh
Cc1ccccc1CS(=O)(=O)CC(O)CN1CCCC1=O (stereo not drawn)	6	-0.3	-16	4	18	3	-3	8
COc1ccc(NC(=S)Nc2cc(S(=O)(=O)N3CCCCC3)ccc2OC)cc1	2	3.6	6	10	5	-1	0	-9
CCN(CC)c1ncnc2c1cnn2C	2	-1.2	3	8	0	7	3	-2
CCCCc1ccc(CC(=O)O)cc1	-11	-0.6	5	-3	18	15	-1	-16
CSc1ccccc1C(=O)Nc1cc(C)ccc1C	14	-1.6	15	14	28	12	1	13
Cc1csc(NC(=O)c2ccc3c(c2)OCO3)n1	8	-0.1	5	-7	-21	8	-5	-94
CC[C@@H]1C=C(C(=O)O)[C@H](c2ccc(C#N)cc2)N1S(=O)(=O)c1ccc(C)cc1	3	2.1	6	0	-5	14	-3	3
O=C(COC(=O)[C@@H]1CC(O)CN1S(=O)(=O)c1ccc2c(c1)OCCO2)Nc1ccccc1F (stereo partly drawn)	11	-0.1	5	-1	-5	-4	-2	-12
CC(C)c1ccc(C(=O)NCCCN2CCN(CCCNC(=O)c3ccc(C(C)C)cc3)CC2)cc1	-22	2.5	2	7	44	-1	-1	27
C=CCn1c(CSCc2ccccc2)nnc1SCC(=O)NCc1ccccc1	8	-2.3	21	17	-13	16	-2	14
O=C(COC(=O)c1ccccc1OCc1ccccc1Cl)NCC1CCCO1 (stereo not drawn)	15	1.5	6	13	12	26	0	-4
Nc1nnnn1/N=C/c1cccc(Oc2ccccc2)c1	5	0.1	35	0	26	24	8	-7
C=C(C)COc1ccc(-c2n[nH]c(C)c2-c2ccccc2OC)c(O)c1	7	-1.3	29	20	54*	19	-1	19
O=C(O)CCC(=O)OCC1CCCCC1	11	2.3	11	-10	21	-3	-2	6
CC(NC(=O)CSc1nnc(COc2ccccc2)o1)c1ccccc1 (stereo not drawn)	16	0.7	24	5	10	11	-3	-13
CC(/C=C1\SC(=S)N(NS(=O)(=O)c2ccccc2)C1=O)=C\c1ccccc1	13	-0.5	2	3	20	41	-4	-4
Cc1nn(-c2cccc(Cl)c2)nc1C(=O)Nc1cccc(C(=O)NC2CC2)c1	5	-0.7	4	-5	19	19	3	-5
COC(=O)c1ccsc1NC(=O)c1ccccc1	12	0.8	24	-13	21	21	8	-2
Cc1ccc2cc(/C=C3\N=C(c4ccccc4)OC3=O)c(N3CCOCC3)nc2c1	10	-0.2	33	-2	-2	-6	-1	-14
CCn1cc([N+](=O)[O-])c(C(=O)Nc2c(C)nn(Cc3cccc(F)c3)c2C)n1	-12	0.6	8	5	3	4	-1	-16
CSc1nc(SCCN(C)C)c2c3c(sc2n1)COC(C)(C)C3	3	0.4	13	11	7	17	6	-9
Cc1ccc(-n2c(SCC(N)=O)nc3c([nH]c4ccccc43)c2=O)cc1	9	0.7	0	-8	17	-12	3	-7
Cc1c(C(=O)N2CCN(c3ccc(F)cc3)CC2)oc2c1C(=O)CCC2	-3	-0.2	15	10	19	12	1	9
CCC(=O)Nc1ccc(NCc2ccc(-c3ccccc3)cc2)cc1	22	2.5	6	-6	-7	13	-5	4
COc1ccc(CN(C)S(=O)(=O)c2c(C)noc2C)cc1OC	-16	-0.6	8	-1	22	14	0	7

Entries listed so far shown as hits in Mdm2-MdmX inh:
smiles	697 NFkB inh	tim10-1 inh	Mdm2-MdmX inh	Jurkat NFkB inh
C=C(C)COc1ccc(-c2n[nH]c(C)c2-c2ccccc2OC)c(O)c1	7	29	54*	19

Next section.
SMILES	697 NFkB inh	UPR CHOP act	tim10-1 inh	TIM10 inh	Mdm2-MdmX inh	tim23-1 inh	XBP1 UPR activ	Jurkat NFkB inh
O=C(COc1ncnc2sccc12)N1CCN(S(=O)(=O)c2ccc(Cl)cc2)CC1	11	-0.7	10	0	14	6	-1	9
COc1ccc(OC)c(N(C(=O)c2ccco2)C(C(=O)NC2CCCC2)c2ccc(N3CCOCC3)cc2)c1 (stereo not drawn)	15	0.0	3	9	17	7	-3	12
COc1cccc(NC(=O)CNC(=O)c2ccc(C)cc2)c1	-13	0.8	-16	-14	-11	-10	-1	-8
COc1ccc(S(=O)(=O)Nc2cc3c(cc2C(C)=O)OCO3)cc1	-22	-1.4	12	11	63*	21	0	49
Cc1ccc(C(=O)CN(C(=O)c2ccc(Cl)cc2)N2C(=O)CCC2=O)cc1	0	-0.3	24	3	5	21	-3	-12
CCN(CC)S(=O)(=O)c1ccc(N/N=C(\C)c2ccc(OC)cc2O)nc1	-21	0.1	30	42*	57*	45	12	20
Cc1nnc(SCC(=O)Nc2sccc2C#N)s1	-12	0.8	18	12	13	13	-4	1
O=C(O)c1cc(Cl)c(Cl)cc1C(=O)NCc1ccco1	5	2.2	-1	5	15	-4	-3	10
COC(=O)Oc1ccc(/C=N/NC(=O)CN(c2ccccc2Cl)S(C)(=O)=O)cc1OC	-3	-1.7	-14	-6	21	6	-2	-19
COc1ccc(CNC(=O)C2CCN(S(=O)(=O)c3ccc(Br)s3)CC2)cc1	-2	3.5	0	-2	-1	7	-5	15
CC(=O)c1ccc(N2CCN(CN3C(=O)CC4(CCCC4)C3=O)CC2)c(F)c1	-12	0.0	-4	4	-5	6	-4	-23
CCOC(=O)N1CCC(N2CC34C=CC(O3)C(C(=O)O)C4C2=O)CC1 (stereo not drawn)	16	-2.2	-2	-6	0	4	-2	-11
CC(=O)c1ccc(N2CCN(C(=O)C3CCCN(S(=O)(=O)c4cnc[nH]4)C3)CC2)cc1 (stereo not drawn)	11	2.4	6	-3	-18	6	3	-3
COc1ccc(C(=O)/C=C/Nc2cccc(O)c2)cc1	-60	-2.1	23	-2	-193	17	-4	-179
Fc1cccc(/C=N/Nc2nncc3ccccc23)c1	-207	-3.6	10	18	-241	18	-7	-141
CCOCCCNC(=O)C(NC(=O)c1ccccc1O)c1ccc(C)cc1 (stereo not drawn)	-15	0.2	27	12	-25	21	-2	-19
COc1ccc(COc2cc(-c3cccc(OC)c3)nc3ccc(NC(=O)c4ccc(C)cc4)cc23)cc1	23	2.4	-10	-4	29	4	-5	-31
C[C@@H](C(=O)Nc1ccccc1N1CCOCC1)N1C(=O)C2CCCCC2C1=O (stereo partly drawn)	20	0.4	-11	-12	12	-4	-1	0
CC(=O)Nc1ccc(C(=S)NCc2ccco2)cc1	-1	-1.6	6	9	16	5	1	0
COc1ccccc1NC(=O)c1[nH]c(C)c(C(C)=O)c1C	9	1.2	-9	-6	19	14	2	-2
FC(F)(F)c1ccc(N/N=C/c2cccnc2)nc1	-103	4.6	-6	9	-41	23	4	-80
CCc1ccc(-n2c(C)n[nH]c2=S)cc1	-11	-0.8	21	3	6	-3	0	7
CC(C)NCC(O)COc1ccc(Br)cc1 (stereo not drawn)	-1	-0.3	22	3	-27	5	1	-5
O=C(Nc1ccccc1)NC1CS(=O)(=O)CC1O (stereo not drawn)	18	-2.2	7	11	9	5	-1	6
O=C(O)c1ccc(-n2ncc3c2/C(=C/c2cccc([N+](=O)[O-])c2)CC3)cc1	-148	6.9	-4	-167	2	-11	7	-50

Next section:
SMILES	697 NFkB inh	UPR CHOP act	tim10-1 inh	TIM10 inh	Mdm2-MdmX inh	tim23-1 inh	XBP1 UPR activ	Jurkat NFkB inh
COc1cccc(NC(=O)C2C3C=CC(C3)C2C(=O)O)c1 (stereo not drawn)	5	1.3	4	-1	-1	9	-3	1
CCCOc1ccc(C(CC(=O)O)NS(=O)(=O)c2ccc(NC(C)=O)cc2)cc1 (stereo not drawn)	-11	4.0	1	-9	14	6	-2	-17
O=C(Cc1cccs1)NCC1CCCO1 (stereo not drawn)	29	-6.4	-2	2	22	5	-7	3
CCOC(=O)c1c[nH]n(-c2ccccc2)c1=O	16	1.3	1	-9	9	-1	-1	3
Cc1cc(C)cc(CSCC(=O)NN=C2CCCCCC2)c1	0	-0.4	3	7	0	9	-2	-3
O=C(Cc1cn2ccsc2n1)NCc1ccccc1	21	-2.1	7	-8	3	12	0	-25
Cc1c(Cl)cccc1Nc1nc(NCCO)c2ccccc2n1	1	9.0	1	20	30	16	75*	-6
C[C@H](CO)N1C[C@H](C)[C@@H](CN(C)C(=O)Nc2ccc3c(c2)OCO3)Oc2c(NC(=O)c3ccncc3)cccc2C1=O	15	1.1	1	3	27	-2	-2	6
CCC(=O)NC(c1cccs1)c1cc(Cl)c2cccnc2c1O (stereo not drawn)	-13	1.9	28	35	86*	51*	4	12
CC1CN(C(=O)COC(=O)c2cccs2)CC(C)O1 (stereo not drawn)	5	-0.1	1	-1	-8	9	-4	2
CCOC(=O)N1CCC(NC(=O)CS(=O)Cc2nc(-c3ccccc3C)oc2C)CC1 (stereo not drawn)	-13	-0.5	27	30	8	9	-2	25
COc1ccc(N2C(=O)C(C)(C)C2c2c(O)ccc3ccccc23)cc1 (stereo not drawn)	-8	0.7	30	14	3	45	-6	-12
Cc1ccc(NC(=O)C2CCCN(S(=O)(=O)c3cccnc3)C2)c(C)c1 (stereo not drawn)	1	-1.1	14	-5	30	11	-4	-1
COP(=O)(CC(=O)c1ccccc1)CC(=O)c1ccccc1	13	2.2	-3	3	29	0	0	3
CCOC(=O)N1CCC(NC(=O)c2ccc3c(c2)N(Cc2ccc(F)cc2)CCS3)CC1	1	1.3	13	10	7	12	-4	-9
CC12CCCCN1CCCc1c2[nH]c2ccccc12 (stereo not drawn)	10	-2.7	-1	-5	-12	13	-3	-11
CC(=O)NC(CC(=O)Nc1nc(-c2ccccc2)c(C(C)=O)s1)c1ccccc1 (stereo not drawn)	29	2.1	-9	5	-4	3	0	7
COc1ccc(S(=O)(=O)N2CCN(C)CC2)cc1Br	14	-2.7	10	15	6	-17	2	1
C=C(C)CN1C(=O)C2(OCCO2)c2cc(Br)ccc21	-14	1.3	4	1	5	14	-1	-5
NC(=O)N1CCCC1C(=O)Nc1ccc(Cl)c(Cl)c1 (stereo not drawn)	-10	-0.3	10	8	3	12	-1	-11
COc1cc(/C=N/n2c(-c3n[nH]c4c3CCC4)n[nH]c2=S)ccc1O	23	0.2	6	-1	30	-7	0	3
CSc1ccccc1NC(=O)COC(=O)Cn1cc(C(F)(F)F)ccc1=O	4	2.1	8	2	14	0	0	-12
CC(C)(C)c1ccc(C2CC2C(=O)N/N=C\c2ccc[nH]2)cc1 (stereo not drawn)	-4	3.9	12	0	84*	9	4	-8
O=S(=O)(/C=C/c1ccccc1)n1cnc2ccccc21	7	-0.2	44*	38	27	29	-3	-7
COc1ccccc1OC[C@H](O)CO	-8	-0.4	-2	7	-2	8	-6	-10
Cc1nc(-c2cccc(NC(=O)c3ccc(-n4cccn4)cc3)c2)cs1	3	1.2	8	-6	4	18	-1	-9
Brc1ccc(-c2noc(-c3ccccc3)n2)o1	-179	2.2	11	5	-101	11	-2	-138
CC(C)Sc1nc2ccccc2n1CC(=O)NCc1ccc2c(c1)OCO2	-8	-1.0	11	10	7	32	-3	-11

Filtered by structure: those above containing bromine
SMILES	697 NFkB inh	UPR CHOP act	tim10-1 inh	TIM10 inh	Mdm2-MdmX inh	tim23-1 inh	XBP1 UPR activ	Jurkat NFkB inh
COc1ccc(CNC(=O)C2CCN(S(=O)(=O)c3ccc(Br)s3)CC2)cc1	-2	3.5	0	-2	-1	7	-5	15
CC(C)NCC(O)COc1ccc(Br)cc1 (stereo not drawn)	-1	-0.3	22	3	-27	5	1	-5
COc1ccc(S(=O)(=O)N2CCN(C)CC2)cc1Br	14	-2.7	10	15	6	-17	2	1
C=C(C)CN1C(=O)C2(OCCO2)c2cc(Br)ccc21	-14	1.3	4	1	5	14	-1	-5
Brc1ccc(-c2noc(-c3ccccc3)n2)o1	-179	2.2	11	5	-101	11	-2	-138

This is a random part of the collection. About 6.6% of those tested had a hit in this group.
